mIAP block: mouse IAP inhibition. purified mouse IAP, CDP-Star luminescence, 30 min. inhibition, % at 10 µM. 330,000 compounds, 0.2% hits. AID 2806;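 active = inhibition of at least 40% at 10 µM in the primary screen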;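 also: plate controls were DMSO with enzyme for no effect and no enzyme wells for full effect; values of inactives mirror those of a sister screen read the other way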
HKDC1 inhibitor: inhibitors of human hexokinase HKDC1 | inhibition, % at 20 µM | AID 493160 | 340,000 compounds, 0.16% hits | recombinant HKDC1, G6PDH/diaphorase resazurin coupled fluorescence;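 active = inhibition above about 35% when tested at 20 µM, limit read from the data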;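 also: plate controls were DMSO wells with enzyme for no effect and DMSO wells lacking enzyme for full effect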
Target sequence (Q2TB90 whole entry, looked up): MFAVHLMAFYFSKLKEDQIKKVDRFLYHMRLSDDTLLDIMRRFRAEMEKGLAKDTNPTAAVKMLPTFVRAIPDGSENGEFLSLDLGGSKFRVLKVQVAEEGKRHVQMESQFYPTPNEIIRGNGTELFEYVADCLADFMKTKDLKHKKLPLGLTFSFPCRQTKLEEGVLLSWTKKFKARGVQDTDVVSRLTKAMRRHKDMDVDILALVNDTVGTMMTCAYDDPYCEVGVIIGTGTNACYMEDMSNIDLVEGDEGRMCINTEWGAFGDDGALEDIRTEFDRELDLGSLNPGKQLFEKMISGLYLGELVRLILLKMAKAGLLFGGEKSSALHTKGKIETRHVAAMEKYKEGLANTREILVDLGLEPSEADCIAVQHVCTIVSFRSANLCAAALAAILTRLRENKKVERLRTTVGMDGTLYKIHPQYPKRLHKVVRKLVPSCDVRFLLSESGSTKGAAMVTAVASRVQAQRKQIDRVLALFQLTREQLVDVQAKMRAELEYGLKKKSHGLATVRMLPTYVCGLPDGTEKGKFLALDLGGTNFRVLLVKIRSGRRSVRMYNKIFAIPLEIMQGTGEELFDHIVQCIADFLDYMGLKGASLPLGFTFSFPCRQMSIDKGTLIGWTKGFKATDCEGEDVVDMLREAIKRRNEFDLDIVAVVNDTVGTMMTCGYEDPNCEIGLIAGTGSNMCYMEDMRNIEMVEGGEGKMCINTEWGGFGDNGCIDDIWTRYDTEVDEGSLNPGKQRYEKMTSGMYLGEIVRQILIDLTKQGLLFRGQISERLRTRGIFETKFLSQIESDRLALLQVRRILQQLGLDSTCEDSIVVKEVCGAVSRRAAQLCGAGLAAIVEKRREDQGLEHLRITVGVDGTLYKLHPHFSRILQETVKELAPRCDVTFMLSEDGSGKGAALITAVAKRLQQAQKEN
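Test system: recombinant HKDC1 (HK5) hexokinase enzyme, produced in-house / Doses: 20 µM test compound, 1% DMSO / Timing: 90 min, room temperature / Detection: G6PDH/diaphorase-coupled fluorescence, 1 mM NADP, 100 µM resazurin, 525/613 nm / Control set: DMSO wells with and without enzyme mix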
hIAP activ: increases human intestinal alkaline phosphatase activity; activation factor at 10 µM; purified human IAP, CDP-Star luminescence, 30 min; hits give high values; 1 = vehicle-only enzyme, 0 = enzyme-free background; P09923; AID 2524; 330,000 compounds, 0.16% hits;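 active = activation factor of the enzyme at least 2-fold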; also: the source names both 10 and 20 µM as test concentration; values of inactives mirror those of a sister screen read the other way
A3A deaminase: human APOBEC3A DNA deaminase inhibition; P31941; recombinant A3A, FAM/TAMRA ssDNA deamination fluorescence; inhibition, % at 20 µM; 330,000 compounds, 0.41% hits;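 active = at least 40% inhibition at 20 µM here, with at most 30% in a related deaminase screen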;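 also: plate controls were A3A with DMSO for no effect and wells lacking A3A enzyme for full effect; some results filed as inactive read as strong as hits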
Target sequence (P31941 whole entry, looked up): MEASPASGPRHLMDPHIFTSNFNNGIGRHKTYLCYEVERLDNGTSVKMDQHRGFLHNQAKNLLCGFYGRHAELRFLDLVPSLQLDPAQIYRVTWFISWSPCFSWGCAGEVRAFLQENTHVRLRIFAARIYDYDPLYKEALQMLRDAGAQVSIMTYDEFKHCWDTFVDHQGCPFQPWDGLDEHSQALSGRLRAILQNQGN
mIAP activ: increases mouse intestinal alkaline phosphatase activity. muIAP, CDP-Star luminescence, 30 min; hits give high values; 1 = vehicle-only enzyme signal, 0 = enzyme-free wells. activation factor at 10 µM. 330,000 compounds, 0.24% hits. AID 2805;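 active = activation factor of at least 2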; also: the source names both 10 and 20 µM as test concentration; values of inactives mirror those of a sister screen read the other way
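Assay system: mouse IAP enzyme / Compound: DMSO-dissolved test compounds / Timing: 30 min, room temperature / Measured by: luminescence from enzymatic CDP-Star hydrolysis / Control set: DMSO-only wells, enzyme-free buffer wells as negative control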
hIAP block: human IAP inhibition; inhibition, % at 10 µM; purified IAP, CDP-Star luminescence, 30 min; 330,000 compounds, 0.12% hits; AID 2544;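 active = inhibition reaching a set limit with compound at 10 µM in the primary screen, cut at about 35% in these data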;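 also: plate controls were DMSO wells with enzyme for no effect and no-enzyme buffer wells for full effect; values of inactives mirror those of a sister screen read the other way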
ATG4B inh: inhibitors of human ATG4B cysteine protease | Q9Y4P1 | ATG4B cleavage of LC3-PLA2, NBD-HPC fluorescence, 1 h | inhibition, % at 8.33 µM | 340,000 compounds, 0.51% hits; in the data active = inhibition above about 40%
PfG6PD inh: PfG6PD (Plasmodium falciparum) enzyme inhibition; PfGluPho enzyme, NADPH resazurin-diaphorase fluorescence; inhibition, % at 20 µM; 350,000 compounds, 0.78% hits; AID 504690;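 active = inhibition reaching at least a set limit at 20 µM in the primary screen, cut at about 59% in these data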;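 also: 0% = DMSO wells with substrate and 100% = DMSO wells lacking glucose-6-phosphate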
Numbers without * were called inactive. Not a hit list. About 2.4% of those tested had a hit in this group.

Labels used below: A = mIAP block; B = HKDC1 inhibitor; C = hIAP activ; D = A3A deaminase; E = mIAP activ; F = hIAP block; G = ATG4B inh; H = PfG6PD inh
smiles: COc1ccc(NC(=O)CCNC(=O)Cn2cnc3ccccc3c2=O)c(OC)c1
  A: 5; B: -2; C: 1; D: 0; E: 0.95; F: -1; G: -11; H: 0
smiles: O=C1C(=O)N(CCN2CCOCC2)C(c2ccccn2)/C1=C(/O)c1ccc(F)cc1 (stereo not given)
  A: 9; B: 5; C: 1.1; D: -1; E: 0.91; F: -15; G: -4; H: 5
smiles: CCN(c1ccc(C)c(C)c1)S(=O)(=O)c1ccc2c(c1)CCN2C(=O)CCC(=O)O
  A: 9; B: -4; C: 1; D: -1; E: 0.91; F: -3; G: -5; H: -15
smiles: O=C(c1ccc(S(=O)(=O)N2CCCC2)cc1)N1CCCC(C(F)(F)F)C1 (stereo not given)
  A: 0; B: -1; C: 1.1; D: -4; E: 1; F: -8; G: 0; H: -1
smiles: CN(C)c1ccc(O)c2c1CC1CC3C(N(C)C)C(=O)C(C(N)=O)=C(O)[C@@]3(O)C(=O)C1=C2O (stereo not given in full)
  A: 4; B: 2; C: 1.3; D: 40*; E: 0.96; F: -25; G: -2; H: 11
smiles: COc1ccc(C(=O)N2CCCC(c3nc(-c4cccs4)no3)C2)cc1 (stereo not given)
  A: 5; B: -13; C: 0.77; D: -5; E: 0.95; F: 23; G: -9; H: 7
smiles: COc1ccc(CN(C(=O)c2cccs2)c2ccccc2C(=O)O)cc1
  A: -2; B: -5; C: 0.94; D: -2; E: 1; F: 6; G: -10; H: -16
smiles: CCOc1cccc2sc(N(CCN(C)C)C(=O)/C=C/c3cccs3)nc12
  A: 13; B: 5; C: 0.98; D: -5; E: 0.87; F: 2; G: -12; H: 13
smiles: CCOc1cc(/C=C2\N=C(SC)SC2=O)cc([N+](=O)[O-])c1OC(C)=O
  A: -26; B: 13; C: 0.98; D: 0; E: 1.3; F: 2; G: 31; H: 3
smiles: Cc1cc(/C=C2\C(=N)N3N=C(S(C)(=O)=O)SC3=NC2=O)c(C)n1Cc1ccccc1
  A: 7; B: 8; C: 1.1; D: 4; E: 0.93; F: -10; G: -23; H: -18

Going on with the list.
Labels used below: A = mIAP block; B = HKDC1 inhibitor; C = hIAP activ; D = A3A deaminase; E = mIAP activ; F = hIAP block; G = ATG4B inh; H = PfG6PD inh
smiles: COCCOC(=O)c1[nH]c2c(c1C)C(=O)CC(c1ccc(N(C)C)cc1)C2 (stereo not given)
  A: 0; B: -4; C: 0.86; D: -1; E: 1; F: 14; G: 5; H: 6
smiles: COc1cc2cc(CCOC(=O)c3ccc(C#N)cc3)oc(=O)c2cc1OC
  A: 12; B: 3; C: 0.95; D: -5; E: 0.88; F: 5; G: -12; H: 20
smiles: COc1ccc(S(=O)(=O)N2CCC(C(=O)NCc3ccc(C)cc3)CC2)cc1
  A: -1; B: -3; C: 1.1; D: 0; E: 1; F: -9; G: -8; H: 0
smiles: CCOc1cc(/C=C/c2cccc[n+]2C)ccc1O
  A: 16; B: -8; C: 0.79; D: 81; E: 0.84; F: 21; G: 0; H: 4
smiles: Cc1cc(OCC(=O)NCCCn2ccnc2)c2c(C)cc(=O)oc2c1
  A: 1; B: -7; C: 1.4; D: -4; E: 0.99; F: -36; G: 1; H: 10
smiles: O=C(COc1cccc(C(F)(F)F)c1)Nc1ccc(S(=O)(=O)N2CCCC2)cc1
  A: -13; B: -5; C: 0.89; D: 0; E: 1.1; F: 11; G: -17; H: 14
smiles: CCN(Cc1ccccc1)C(=O)C1CCN(C(=O)Nc2ccccc2)CC1
  A: -3; B: -3; C: 1.2; D: 0; E: 1; F: -20; G: 6; H: -7
smiles: CCCS(=O)(=O)c1snnc1C
  A: -3; B: -6; C: 0.95; D: 2; E: 1; F: 5; G: -6; H: -10
smiles: CN(c1ccccc1)S(=O)(=O)c1ccc(NC(=O)c2ccc(F)cc2)cc1
  A: -8; B: -1; C: 1; D: -2; E: 1.1; F: -3; G: 1; H: 18
smiles: Cc1ccccc1CSc1nc2c(c(=O)[nH]1)CCC2
  A: 6; B: -7; C: 0.91; D: 0; E: 0.94; F: 9; G: 5; H: -18

The listing continues:
Labels used below: A = mIAP block; B = HKDC1 inhibitor; C = hIAP activ; D = A3A deaminase; E = mIAP activ; F = hIAP block; G = ATG4B inh; H = PfG6PD inh
smiles: O=C(c1ccc(S(=O)(=O)N2CCCC2)cc1)N1CCN(Cc2ccc3c(c2)OCO3)CC1
  A: -4; B: 4; C: 1; D: -4; E: 1; F: -2; G: 2; H: 4
smiles: Cc1cccc(S(=O)(=O)NC2CCCCCCC2)c1
  A: -5; B: -7; C: 1; D: -1; E: 1.1; F: 0; G: 1; H: 9
smiles: COc1ccc(/C=N/S(=O)(=O)c2cccs2)cc1
  A: 5; B: -5; C: 0.93; D: 0; E: 0.95; F: 7; G: 1; H: -4
smiles: CCCCN(C1CCS(=O)(=O)C1)S(=O)(=O)c1ccc(OC)c(OC)c1 (stereo not given)
  A: -3; B: -8; C: 0.97; D: 3; E: 1; F: 3; G: 3; H: -12
smiles: COc1ccc(NC(=O)Nc2nnc(N3CCC(C)CC3)s2)cc1OC
  A: -12; B: -3; C: 1.2; D: -2; E: 1.1; F: -16; G: 4; H: -13
smiles: Cc1ccc(S(=O)(=O)Nc2ccc(OCC(=O)N3CCOCC3)cc2)c(C)c1NS(C)(=O)=O
  A: 1; B: 2; C: 0.89; D: 3; E: 0.99; F: 11; G: 2; H: 2
smiles: COc1ccc(Br)cc1C(=O)Nc1cccc(-c2nnc(-c3ccco3)o2)c1
  A: 0; B: -13; C: 1; D: 2; E: 1; F: -1; G: 2; H: 16
smiles: COc1ccc2cc(CCNC(=O)C(C)(C)C)c(=O)[nH]c2c1
  A: -1; B: -2; C: 1; D: -1; E: 1; F: -3; G: 1; H: 4
smiles: COc1cc(CN2CCC(CO)(CCOc3ccccc3)CC2)cc(OC)c1OC
  A: 8; B: 7; C: 1.2; D: -2; E: 0.92; F: -18; G: -15; H: 7
smiles: COc1cccc(-c2cc(C(=O)Nc3cccnc3Cl)no2)c1
  A: -1; B: -6; C: 1; D: -5; E: 1; F: 0; G: -6; H: -1

Further records
Labels used below: A = mIAP block; B = HKDC1 inhibitor; C = hIAP activ; D = A3A deaminase; E = mIAP activ; F = hIAP block; G = ATG4B inh; H = PfG6PD inh
smiles: Clc1ccc(C2=NCCN2)cc1
  A: -6; B: -4; C: 0.99; D: 0; E: 1.1; F: 1; G: 2; H: 4
smiles: CCOC(=O)c1sc2ncnc(NCC(c3cccs3)N(C)C)c2c1C (stereo not given)
  A: 2; B: 5; C: 1.1; D: -1; E: 0.98; F: -12; G: -4; H: 11
smiles: O=C(COC(=O)c1ccncc1)Nc1ccc2c(c1)OCO2
  A: 6; B: -8; C: 1; D: 3; E: 0.94; F: -2; G: -2; H: 11
smiles: CCOC(=O)c1nnc(-c2ccccc2)nc1Sc1ccccc1Cl
  A: 4; B: 6; C: 0.75; D: -2; E: 0.96; F: 25; G: -5; H: 20
smiles: CCOC(=O)C1=C(C)N(c2ccccc2)C(=O)/C1=C\c1ccc(O)c(OC)c1
  A: 10; B: 12; C: 0.76; D: 5; E: 0.9; F: 24; G: -4; H: 34
smiles: CC(=O)Oc1ccc(N(C(C)=O)S(=O)(=O)c2ccc(Cl)cc2)c2ccccc12
  A: -12; B: 16; C: 1.2; D: -2; E: 1.1; F: -18; G: -4; H: 3
smiles: Cc1cc(Nc2cccc(Cl)c2)n2ncnc2n1
  A: -1; B: -2; C: 1.1; D: 2; E: 1; F: -14; G: 4; H: -7
smiles: O=C(NCCCN1CCN(c2ccccc2F)CC1)Nc1ccc(F)cc1
  A: -22; B: -4; C: 0.86; D: 1; E: 1.2; F: 14; G: -4; H: 0
smiles: Cc1c(NC(=O)COC(=O)c2ccc(O)cc2)c(=O)n(-c2ccccc2)n1C
  A: -11; B: -6; C: 1; D: -3; E: 1.1; F: -1; G: -54; H: -1
smiles: CCN1C(=O)[C@H]2[C@@H](c3ccc(C)cc3)N3C(=O)N(c4ccc(OC)cc4)C(=O)[C@@]3(Cc3ccccc3)[C@H]2C1=O
  A: 10; B: -3; C: 1; D: 7; E: 0.9; F: -2; G: 5; H: -11

Compound profiles (already shown). Screens in order: mIAP block, HKDC1 inhibitor, hIAP activ, A3A deaminase, mIAP activ, hIAP block, ATG4B inh, PfG6PD inh
O=C(COC(=O)c1ccncc1)Nc1ccc2c(c1)OCO2 is listed with 6, -8, 1, 3, 0.94, -2, -2, 11
CC(=O)Oc1ccc(N(C(C)=O)S(=O)(=O)c2ccc(Cl)cc2)c2ccccc12 is listed with -12, 16, 1.2, -2, 1.1, -18, -4, 3
Cc1cc(Nc2cccc(Cl)c2)n2ncnc2n1 is listed with -1, -2, 1.1, 2, 1, -14, 4, -7
CCN1C(=O)[C@H]2[C@@H](c3ccc(C)cc3)N3C(=O)N(c4ccc(OC)cc4)C(=O)[C@@]3(Cc3ccccc3)[C@H]2C1=O is listed with 10, -3, 1, 7, 0.9, -2, 5, -11
Clc1ccc(C2=NCCN2)cc1 is listed with -6, -4, 0.99, 0, 1.1, 1, 2, 4

Additional compounds
Labels used below: A = mIAP block; B = HKDC1 inhibitor; C = hIAP activ; D = A3A deaminase; E = mIAP activ; F = hIAP block; G = ATG4B inh; H = PfG6PD inh
smiles: NC(=O)c1ccc(NC(=O)COC(=O)c2ccc(Br)o2)cc1
  A: 2; B: -8; C: 1.2; D: 3; E: 0.98; F: -17; G: -2; H: 0
smiles: CCN1CCCC1CNC(=O)Cn1cccc1C(=O)c1ccccc1 (stereo not given)
  A: 8; B: -13; C: 1; D: 0; E: 0.92; F: -1; G: 2; H: -31
smiles: CCC(=O)c1ccc(OCC(O)Cn2nc(C)c(C(C)=O)c2C)cc1 (stereo not given)
  A: 10; B: -6; C: 0.91; D: -1; E: 0.9; F: 9; G: -10; H: -1
smiles: CC1CCC2(CC1)NC(=O)N(CC(=O)c1ccc[nH]1)C2=O (stereo not given)
  A: 7; B: -7; C: 1.1; D: 0; E: 0.93; F: -7; G: -2; H: 9
smiles: COc1cc(CC(=O)OCC(=O)NCc2ccco2)cc(OC)c1OC
  A: 2; B: -7; C: 0.77; D: 17; E: 0.98; F: 23; G: -6; H: -5
smiles: Cc1ccc(NC(=O)Cn2nc([N+](=O)[O-])c(Br)c2C)cc1C
  A: 12; B: -8; C: 0.78; D: 0; E: 0.88; F: 22; G: 12; H: 0
smiles: CCOc1cc(CN2CCCCC2)ccc1OC
  A: 2; B: -12; C: 1.1; D: 4; E: 0.98; F: -10; G: -7; H: -9
smiles: CC1CCCCC1NC(=O)c1cccc(NC2=NC3CS(=O)(=O)CC3S2)c1 (stereo not given)
  A: -11; B: -1; C: 1.1; D: -1; E: 1.1; F: -12; G: -19; H: -15
smiles: Cc1nn(C(C)C(=O)NCC2CCCO2)c(=O)c2c1sc1ccccc12 (stereo not given)
  A: -3; B: -8; C: 1.2; D: -1; E: 1; F: -20; G: 5; H: -15
smiles: NC(=O)c1cc(-c2csc(-c3cccnc3)n2)ccc1O
  A: -1; B: 2; C: 1.1; D: -4; E: 1; F: -11; G: 7; H: -7
smiles: CCCCc1ccc(S(=O)(=O)NCCCN2CCCC2=O)cc1
  A: 8; B: -3; C: 1.1; D: 1; E: 0.93; F: -8; G: -3; H: -10
smiles: Oc1[nH]c2ccccc2c1N=NC(=S)N1CCOCC1
  A: 15; B: -19; C: 1.3; D: -8; E: 0.85; F: -33; G: -7; H: 21

From PubChem BioAssay
